PvdQ inh: blocks Pseudomonas aeruginosa PvdQ acylase activity; 340,000 tested, 0.063% active; inhibition, % at 10 µM; AID 488965; purified PvdQ acylase, fluorescence plate reader; in the data active = inhibition above about 30%, passing the limit was not always enough;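 note: 0% = vehicle neutral wells and 100% = reference inhibitor wells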
Keap1-Nrf2 PPI: Keap1-Nrf2 (human) interaction inhibition; Keap1 Kelch-Nrf2 peptide fluorescence polarization, 1536-well; 340,000 tested, 0.15% active; inhibition, % at 9.4 µM; Q14145; in the data active = inhibition above about 12%;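 note: human Keap1 Kelch domain with fluorescein labeled Nrf2 9mer peptide probe; 0% = neutral control wells and 100% = peptide positive control; higher means more block of Keap1 binding to Nrf2 peptide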
Target sequence (Q14145 whole entry, looked up, the tested form may be a part): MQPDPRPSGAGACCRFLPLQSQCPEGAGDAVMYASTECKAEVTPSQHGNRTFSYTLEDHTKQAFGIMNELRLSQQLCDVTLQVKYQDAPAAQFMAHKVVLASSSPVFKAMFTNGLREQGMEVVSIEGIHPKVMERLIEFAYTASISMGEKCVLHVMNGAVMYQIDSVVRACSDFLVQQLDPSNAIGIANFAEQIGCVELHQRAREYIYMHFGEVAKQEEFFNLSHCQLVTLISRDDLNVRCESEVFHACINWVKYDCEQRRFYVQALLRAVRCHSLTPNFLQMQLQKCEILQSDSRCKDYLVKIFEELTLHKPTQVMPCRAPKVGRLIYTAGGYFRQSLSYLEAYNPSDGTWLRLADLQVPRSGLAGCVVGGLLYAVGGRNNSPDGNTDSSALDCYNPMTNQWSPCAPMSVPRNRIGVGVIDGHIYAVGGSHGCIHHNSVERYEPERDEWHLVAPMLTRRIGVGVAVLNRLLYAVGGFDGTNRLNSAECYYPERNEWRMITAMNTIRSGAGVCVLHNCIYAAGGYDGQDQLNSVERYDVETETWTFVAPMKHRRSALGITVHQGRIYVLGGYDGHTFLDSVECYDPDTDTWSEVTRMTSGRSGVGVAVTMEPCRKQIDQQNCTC
NSD2 HMT inh: blocks human histone methyltransferase NSD2; O96028; NSD2 peptide methylation, AlphaScreen, 120 min; inhibition, % at 12.5 µM; 310,000 tested, 0.54% active; AID 743445; in the data active = inhibition above about 50%
CDK5 inh: blocks human CDK5/p35 kinase activity; inhibition, % at 10 µM; Recombinant CDK5/p35, ADP-Glo luminescence, 60 min; 330,000 tested, 0.01% active; AID 488839;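 active = highest replicate inhibition of at least 50% and at least 75% of replicates reaching 50%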;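 note: plate controls were DMSO neutral control for no effect and GW8510 at 10 µM for full effect; many of its hits are not listed in these tables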
Rtt109 Vps75: C. albicans Rtt109 histone acetyltransferase inhibition; Q5AAJ8; purified Rtt109/Vps75, ThioGlo CoA-SH fluorescence, 4 h; inhibition, % at 34.9 µM; 330,000 tested, 0.16% active; AID 540336;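 active = inhibition of at least 50% in every replicate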
PfHsp90 set2: reduces growth (ATP signal) of yeast expressing P. falciparum Hsp90. 310,000 tested, 0.32% active. S. cerevisiae expressing PfHsp90, BacTiter-Glo ATP, 48 h; yeast lacking PDR1 and PDR3 efflux regulators. inhibition, % at 9.4 µM;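 active = every replicate shows inhibition above about 80%, whatever the replicate mean, limit read from the data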;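 note: 0% = DMSO neutral controls and 100% = 20 µM radicicol positive controls; yeast relying on Plasmodium falciparum Hsp90 in place of its own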
dFosB activator: activators of mouse delta FosB homodimer. purified delta FosB, TAMRA-CDK5 oligo fluorescence polarization; percent of positive-control signal above neutral wells. activation, % at 25 µM. 340,000 tested, 0.99% active. AID 493131;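 active = mean activation above about 17%, with every replicate also reaching it, limit read from the data, passing the limit was not always enough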;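 note: fluorescence polarization rise as delta FosB binds a TAMRA Cdk5 AP-1 oligo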
Target sequence (P13346 whole entry, looked up): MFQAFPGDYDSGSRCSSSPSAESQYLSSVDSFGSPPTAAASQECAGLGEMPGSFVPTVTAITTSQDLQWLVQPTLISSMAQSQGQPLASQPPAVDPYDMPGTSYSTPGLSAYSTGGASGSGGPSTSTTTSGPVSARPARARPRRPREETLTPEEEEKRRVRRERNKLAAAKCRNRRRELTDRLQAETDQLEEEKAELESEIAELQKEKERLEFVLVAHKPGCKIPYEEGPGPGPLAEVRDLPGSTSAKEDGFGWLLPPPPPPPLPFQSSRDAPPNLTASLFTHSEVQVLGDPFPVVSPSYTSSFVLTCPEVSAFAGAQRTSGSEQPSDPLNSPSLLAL
cardiac RTF act: increases calcium sensitivity of human cardiac regulated thin filaments; P19429+P45379; IANBD-labeled TnC RTF fluorescence at EC20 calcium; 0% EC20 calcium, 100% full calcium; activation, % at 7.2 µM; 340,000 tested, 0.24% active; AID 493008;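 active = activation above the mean over all tested compounds plus 3 SD, cut at about 30% in these data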;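 note: rise in fluorescence read as greater calcium sensitivity of cardiac thin filaments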
Mot1-301 SUMO: inhibitors of SUMOylation pathway: yeast Mot1-301 growth rescue; S. cerevisiae Mot1-301 growth rescue, ATP luminescence, 38.5C; percent above DMSO median, 100 means doubled; growth rescue, % at 18.8 µM; 320,000 tested, 1% active;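 active = every valid replicate shows activation above 250% relative to neutral control wells; inactive = the rest, any valid replicate at or below 250%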;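 note: OY570 slx delta 5 strain wells were the positive control but not used for scaling; some compounds called inactive have numbers as strong as hits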
RTF Ca sens inh: cardiac RTF calcium desensitization; 340,000 tested, 0.12% active; IANBD-labeled cardiac RTF, Ca2+ fluorescence; inhibition, % at 7.15 µM;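 active = inhibition above the mean inhibition of all tested compounds plus 3 SD, cut at about 17% in these data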;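 note: assay run at fixed EC70 calcium of 1.6 mM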
C-LANA FP: inhibitors of KSHV LANA C-terminal domain DNA binding | MBP-C-LANA/FAM-LBS DNA binding, fluorescence polarization | inhibition, % at 9 µM | 340,000 tested, 0.078% active | AID 504423;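 active = highest replicate inhibition at or above 60% at 9 µM, even if other replicates fall short; inactive = all replicates below 60% inhibition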;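 note: 0% = neutral control wells and 100% = 4 µM acridine orange control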
* marks the source's active call; other numbers are inactive results.

Results for Cc1ccc2[nH]c(=O)c(C(c3nnnn3C3CCCC3)N3CCCc4ccccc43)cc2c1 (configuration not stated) ?
PvdQ inh: -8; Keap1-Nrf2 PPI: -2; NSD2 HMT inh: 8; CDK5 inh: -0.9; Rtt109 Vps75: 1; PfHsp90 set2: -4; dFosB activator: -4; cardiac RTF act: 5; Mot1-301 SUMO: -8; RTF Ca sens inh: 0; C-LANA FP: -0.2

How did O=C(/C=C/c1ccco1)NCC1(c2ccccc2)CCCC1 do in these assays?
PvdQ inh: -9; Keap1-Nrf2 PPI: -2; NSD2 HMT inh: 21; CDK5 inh: -3.0; Rtt109 Vps75: 2; PfHsp90 set2: -53; dFosB activator: -4; cardiac RTF act: 2; Mot1-301 SUMO: -11; RTF Ca sens inh: 1; C-LANA FP: 2.1

How did Brc1cccc(C=Nc2cccc3ncccc23)c1 do in these assays?
PvdQ inh: -4; Keap1-Nrf2 PPI: -1; NSD2 HMT inh: 0; CDK5 inh: -0.7; Rtt109 Vps75: -4; PfHsp90 set2: -2; dFosB activator: -5; cardiac RTF act: 9; Mot1-301 SUMO: 8; RTF Ca sens inh: -1; C-LANA FP: 2.9

What do the screens show for `Cc1ccc(NC(=O)Cc2nnc(SCC(=O)NC3=NCCS3)n2C)cc1`?
PvdQ inh: -9; Keap1-Nrf2 PPI: -6; NSD2 HMT inh: -1; CDK5 inh: -0.2; Rtt109 Vps75: -17; PfHsp90 set2: 3; dFosB activator: 3; cardiac RTF act: -3; Mot1-301 SUMO: -12; RTF Ca sens inh: 1; C-LANA FP: -0.1

Results for COc1ccc(S(=O)(=O)n2nc(-c3ccc(Cl)cc3)cc2N)cc1 ?
PvdQ inh: 4; Keap1-Nrf2 PPI: -4; NSD2 HMT inh: -1; CDK5 inh: 0.9; Rtt109 Vps75: 26; PfHsp90 set2: -5; dFosB activator: -2; cardiac RTF act: 4; Mot1-301 SUMO: -32; RTF Ca sens inh: 1; C-LANA FP: -1.1

How did Cc1ccc(CS(=O)(=O)CCC(=O)NCc2ccc3c(c2)OCO3)cc1 do in these assays?
PvdQ inh: -2; Keap1-Nrf2 PPI: -1; NSD2 HMT inh: -1; CDK5 inh: 0.3; PfHsp90 set2: -18; dFosB activator: 2; cardiac RTF act: -2; Mot1-301 SUMO: -9; RTF Ca sens inh: 0; C-LANA FP: 0.0

How did CCNS(=O)(=O)c1ccc(C(=O)Nc2ccccc2)cc1 do in these assays?
PvdQ inh: -10; Keap1-Nrf2 PPI: -1; NSD2 HMT inh: 5; CDK5 inh: 0.7; Rtt109 Vps75: 2; PfHsp90 set2: -16; dFosB activator: 4; cardiac RTF act: -5; Mot1-301 SUMO: 7; RTF Ca sens inh: -3; C-LANA FP: -2.1

What do the screens show for `COc1cc(C)nc(N2CCCC(C(=O)NCC(C)C)C2)n1` (configuration not stated)?
PvdQ inh: 9; Keap1-Nrf2 PPI: -5; NSD2 HMT inh: -1; CDK5 inh: 2.4; Rtt109 Vps75: 12; PfHsp90 set2: -5; dFosB activator: -6; cardiac RTF act: 7; Mot1-301 SUMO: -8; RTF Ca sens inh: 0; C-LANA FP: -1.3

What do the screens show for `Cc1ccsc1C(=O)C1CCCN(Cc2cccn2-c2ccc(Cl)cn2)C1` (configuration not stated)?
PvdQ inh: -10; Keap1-Nrf2 PPI: -3; NSD2 HMT inh: 4; CDK5 inh: 0.5; Rtt109 Vps75: 7; PfHsp90 set2: 10; dFosB activator: -7; cardiac RTF act: 6; Mot1-301 SUMO: -3; RTF Ca sens inh: -12; C-LANA FP: -0.5

What do the screens show for `COc1ccc(C(=O)N2CCN(S(=O)(=O)N3CCOCC3)CC2)cc1OC`?
PvdQ inh: -7; Keap1-Nrf2 PPI: 2; NSD2 HMT inh: 3; CDK5 inh: -1.8; Rtt109 Vps75: 5; PfHsp90 set2: -7; dFosB activator: -5; cardiac RTF act: -1; Mot1-301 SUMO: 2; RTF Ca sens inh: -13; C-LANA FP: -1.1

What do the screens show for `CC(NC(=O)c1cccs1)c1ccccc1` (configuration not stated)?
PvdQ inh: -10; Keap1-Nrf2 PPI: -5; NSD2 HMT inh: 0; CDK5 inh: -0.7; Rtt109 Vps75: -3; PfHsp90 set2: 20; dFosB activator: -8; cardiac RTF act: 1; Mot1-301 SUMO: 5; RTF Ca sens inh: 2; C-LANA FP: 1.9

Results for COc1ccc2cc(CN(Cc3ccco3)C(c3nnnn3C3CCCCC3)C(C)C)c(=O)[nH]c2c1 (configuration not stated) ?
PvdQ inh: 8; Keap1-Nrf2 PPI: -8; NSD2 HMT inh: 0; CDK5 inh: -2.1; Rtt109 Vps75: 12; PfHsp90 set2: -17; dFosB activator: -8; cardiac RTF act: -1; Mot1-301 SUMO: -3; RTF Ca sens inh: 3; C-LANA FP: 0.6

What do the screens show for `CCC(NS(=O)(=O)c1cccs1)c1ccc(C)cc1` (configuration not stated)?
PvdQ inh: -12; Keap1-Nrf2 PPI: -2; NSD2 HMT inh: -2; CDK5 inh: 0.2; Rtt109 Vps75: 9; PfHsp90 set2: -3; dFosB activator: -9; cardiac RTF act: -3; Mot1-301 SUMO: -14; RTF Ca sens inh: -7; C-LANA FP: 0.5

What do the screens show for `CN(Cc1ccccc1)S(=O)(=O)c1ccc2[nH]cc(C(=O)NCC3CCCO3)c(=O)c2c1` (configuration not stated)?
PvdQ inh: 10; Keap1-Nrf2 PPI: -2; NSD2 HMT inh: -2; CDK5 inh: -0.4; Rtt109 Vps75: 1; PfHsp90 set2: -10; dFosB activator: -3; cardiac RTF act: 3; Mot1-301 SUMO: 10; RTF Ca sens inh: -6; C-LANA FP: -0.8

Results for Oc1ccc(Cl)cc1/C=N/c1nccs1 ?
PvdQ inh: -14; Keap1-Nrf2 PPI: -10; NSD2 HMT inh: -2; CDK5 inh: -4.5; Rtt109 Vps75: 4; PfHsp90 set2: 4; dFosB activator: 4; cardiac RTF act: -1; Mot1-301 SUMO: 16; RTF Ca sens inh: -5; C-LANA FP: -1.3

Results for O=C(Cn1c(O)c(/C=C2\C=Nc3ccccc32)sc1=O)Nc1ccc2c(c1)OCO2 ?
PvdQ inh: 4; Keap1-Nrf2 PPI: -1; NSD2 HMT inh: 2; CDK5 inh: 1.5; Rtt109 Vps75: 33; PfHsp90 set2: -2; dFosB activator: 36*; cardiac RTF act: -2; Mot1-301 SUMO: 2; RTF Ca sens inh: -7; C-LANA FP: 1.2

Results for O=C(NCCC1CCCCN1S(=O)(=O)c1ccc(F)cc1)C(=O)NCC1CCCO1 (configuration not stated) ?
PvdQ inh: -12; NSD2 HMT inh: -1; CDK5 inh: 2.4; PfHsp90 set2: 11; dFosB activator: 3; cardiac RTF act: 1; Mot1-301 SUMO: -12; RTF Ca sens inh: -18

What do the screens show for `Cc1cc([N+](=O)[O-])nn1CC(=O)NNC(=S)Nc1ccc([N+](=O)[O-])cc1`?
PvdQ inh: 2; Keap1-Nrf2 PPI: 1; NSD2 HMT inh: 7; CDK5 inh: 0.4; Rtt109 Vps75: 0; PfHsp90 set2: 7; dFosB activator: 0; cardiac RTF act: -1; Mot1-301 SUMO: 672*; RTF Ca sens inh: 1; C-LANA FP: -1.0

What do the screens show for `O=C1CCC(C(=O)Nc2nnc(C3CC3)s2)=NN1`?
PvdQ inh: 4; Keap1-Nrf2 PPI: -2; NSD2 HMT inh: -9; CDK5 inh: -0.3; Rtt109 Vps75: -3; PfHsp90 set2: -9; dFosB activator: 7; cardiac RTF act: -2; Mot1-301 SUMO: 103; RTF Ca sens inh: -4; C-LANA FP: -0.9

What do the screens show for `Cc1noc(C)c1COc1ccccc1C(=O)N1CCN(c2cccc(Cl)c2)CC1`?
PvdQ inh: -6; Keap1-Nrf2 PPI: -2; NSD2 HMT inh: 1; CDK5 inh: -2.9; Rtt109 Vps75: 2; dFosB activator: -12; cardiac RTF act: 0; Mot1-301 SUMO: 0; RTF Ca sens inh: -1; C-LANA FP: 2.7

How did CSCC[C@H](NC(=O)NC1CCCC1)C(=O)O do in these assays?
PvdQ inh: -4; Keap1-Nrf2 PPI: 3; NSD2 HMT inh: 8; CDK5 inh: -0.6; Rtt109 Vps75: -8; PfHsp90 set2: 2; dFosB activator: -5; cardiac RTF act: -1; Mot1-301 SUMO: 80; RTF Ca sens inh: 5; C-LANA FP: 14

How did COc1cccc(C(=O)N2CCN(Cc3cn[nH]c3-c3ccc(F)cc3F)CC2)c1 do in these assays?
PvdQ inh: 6; Keap1-Nrf2 PPI: 3; NSD2 HMT inh: -3; CDK5 inh: -0.6; Rtt109 Vps75: 0; PfHsp90 set2: 2; dFosB activator: -2; cardiac RTF act: 2; Mot1-301 SUMO: 3; RTF Ca sens inh: -4; C-LANA FP: 0.1

What do the screens show for `Cc1cccc(N=C2NC(=O)C(CO)(CO)S2)c1`?
PvdQ inh: -6; Keap1-Nrf2 PPI: 1; NSD2 HMT inh: 2; CDK5 inh: 0.5; Rtt109 Vps75: 1; PfHsp90 set2: -12; dFosB activator: 3; cardiac RTF act: -2; Mot1-301 SUMO: -26; RTF Ca sens inh: -7; C-LANA FP: 7.0

How did CC1(C)CC2(CCO1)OC(=O)CC2C(=O)Nc1ccccc1Cl (configuration not stated) do in these assays?
PvdQ inh: -9; Keap1-Nrf2 PPI: 0; NSD2 HMT inh: 0; CDK5 inh: -0.3; Rtt109 Vps75: 2; PfHsp90 set2: -12; dFosB activator: 5; cardiac RTF act: -5; Mot1-301 SUMO: -10; RTF Ca sens inh: -15; C-LANA FP: -2.4

How did CC(C)NC(NC(=O)Cc1ccccc1)C(Cl)(Cl)Cl (configuration not stated) do in these assays?
PvdQ inh: 3; Keap1-Nrf2 PPI: -4; NSD2 HMT inh: -4; CDK5 inh: 5.2; Rtt109 Vps75: 11; PfHsp90 set2: 0; dFosB activator: 1; cardiac RTF act: 2; Mot1-301 SUMO: -19; RTF Ca sens inh: -8; C-LANA FP: 0.2

How did CC(=O)N1CCC(C(=O)N2CCN(S(=O)(=O)c3cccs3)CC2)CC1 do in these assays?
PvdQ inh: -10; Keap1-Nrf2 PPI: 0; NSD2 HMT inh: -1; CDK5 inh: -1.9; Rtt109 Vps75: 1; PfHsp90 set2: 33; dFosB activator: -4; cardiac RTF act: 2; Mot1-301 SUMO: -12; RTF Ca sens inh: -9; C-LANA FP: 1.7

Results for CCC(C)(C)NC(=O)CCCSc1nc2ccccc2s1 ?
PvdQ inh: -7; Keap1-Nrf2 PPI: -1; NSD2 HMT inh: -3; CDK5 inh: -0.6; Rtt109 Vps75: -2; PfHsp90 set2: 9; dFosB activator: -13; Mot1-301 SUMO: 2; C-LANA FP: 0.7

What do the screens show for `CC1CC(C)CN(S(=O)(=O)c2cc3c4c(c2)CCC(=O)N4CCC3)C1` (configuration not stated)?
PvdQ inh: -4; Keap1-Nrf2 PPI: -3; NSD2 HMT inh: 4; CDK5 inh: -1.3; Rtt109 Vps75: -2; PfHsp90 set2: -4; dFosB activator: -7; cardiac RTF act: -2; Mot1-301 SUMO: -9; RTF Ca sens inh: 0; C-LANA FP: 0.2

Screening results from PubChem.
